GlmU inhibition: inhibition of mycobacterial GlmU enzyme – biochemical, glucosamine-1-phosphate acetyltransferase (AID 1376). M. tuberculosis GlmU acetyltransferase enzyme assay; higher % means a stronger effect. one-dose inhibition, %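 (tested at 30 µM in the primary screen)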; IC50 in µM for titrated hits. hit rate 0.25% among 220,000; in the data active = inhibition above about 13%; inconclusive = no clear call, values can overlap the other calls;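 also: 0% = complete reaction with vehicle and 100% = reaction without substrate; strong numbers were not always called active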
Mtb RmlCD inh: M. tuberculosis RmlC/RmlD inhibition. RmlC+RmlD coupled enzyme assay, percent inhibition; primary screen in compound mixtures. hit rate 0.03% among 160,000. inhibition, % at 3.6 µM. P9WH09+P9WH11; in the data active = inhibition mostly above about 34%, no sharp cut-off; inconclusive = no clear call, values can overlap the other calls; inactive = mostly below about 22%; also: some results filed as inactive read as strong as hits
Target sequence (P9WH09 whole entry, looked up): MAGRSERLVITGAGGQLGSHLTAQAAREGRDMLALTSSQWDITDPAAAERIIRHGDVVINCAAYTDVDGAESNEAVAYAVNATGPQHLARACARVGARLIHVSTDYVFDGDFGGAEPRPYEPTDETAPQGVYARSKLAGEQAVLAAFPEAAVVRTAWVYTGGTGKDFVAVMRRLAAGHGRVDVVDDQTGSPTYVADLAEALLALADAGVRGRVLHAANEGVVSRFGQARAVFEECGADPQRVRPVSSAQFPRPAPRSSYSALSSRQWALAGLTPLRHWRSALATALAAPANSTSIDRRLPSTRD
Target sequence (P9WH11 whole entry, looked up): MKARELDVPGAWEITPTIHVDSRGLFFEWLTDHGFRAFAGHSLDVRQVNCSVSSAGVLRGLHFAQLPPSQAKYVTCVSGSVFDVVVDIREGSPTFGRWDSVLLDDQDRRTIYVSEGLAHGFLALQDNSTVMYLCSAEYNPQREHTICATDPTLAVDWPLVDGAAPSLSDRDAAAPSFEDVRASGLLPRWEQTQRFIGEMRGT
* hit, by the source's call; ? = inconclusive; . = no result given.

entry	canonical_smiles	GlmU inhibition	Mtb RmlCD inh
1	O=C(O)/C=C/C(=O)Nc1ccccc1-c1ccccc1	0.4%	.
2	COc1cc(C(=O)OCC(=O)N2CCCCC2C)cc(NC(=O)c2cccs2)c1OC (stereo not given)	1.0%	-6.2
3	CCN(CC)c1ccc(S(=O)(=O)N2CCOCC2)cc1NC(=O)CSc1n[nH]c(N)n1	6.3%	8.4
4	O=C(CC1C(=O)NCCN1C(=O)Nc1ccc(C(F)(F)F)cc1)Nc1ccc(F)cc1 (stereo not given)	-1.1%	31.2
5	Cc1cccc(N(CC(=O)Nc2ccccc2-c2ccccc2)S(=O)(=O)c2ccccc2)c1C	-8.3%	.
6	CCCC(c1nnnn1Cc1ccccc1)N1CCN(c2ccccc2OC)CC1 (stereo not given)	1.4%	?
7	COc1ccc(CCn2c(C)cc(C(=O)CSc3nnnn3-c3ccccc3)c2C)cc1	-0.4%	-4.3
8	CNc1nc(Cl)nc(NC(C)(C)C)n1	-0.4%	.
9	CCCCn1c(SCC(=O)Nc2cc(C)on2)nnc1-c1cccnc1	1.8%	6.5
10	COc1ccc(/C=C/c2cc(C(F)(F)F)on2)cc1	-4.8%	4.7
11	CCOC(=O)N1CCN(CC(=O)Nc2c(C(=O)OC)[nH]c3ccc(Cl)cc23)CC1	.	11.4
12	O=C(CCN1CCCC1)Nc1cccc(Br)c1	-5.9%	?

A second format for part of the listing above:
Each structure is followed by: GlmU inhibition | Mtb RmlCD inh
[6] CCCC(c1nnnn1Cc1ccccc1)N1CCN(c2ccccc2OC)CC1 (stereo not given)
    1.4% | ?
[2] COc1cc(C(=O)OCC(=O)N2CCCCC2C)cc(NC(=O)c2cccs2)c1OC (stereo not given)
    1.0% | -6.2

Further entries follow:
entry	canonical_smiles	GlmU inhibition	Mtb RmlCD inh
13	O=C(/C=C/c1ccccc1)NCCCNC(=O)/C=C/c1ccccc1	0.4%	-1.7
14	Nc1cc(N2CCNCC2)c([N+](=O)[O-])cc1Cl	0.9%	1.8
15	CC(=O)Nc1nc(C)c(Oc2ccccc2)c(=O)[nH]1	-4.9%	.
16	O=[N+]([O-])c1cccc(/C=N/NC2CCS(=O)(=O)C2)c1 (stereo not given)	0.3%	4.7
17	CCc1ccc(C(=O)C(C)OC(=O)C2COc3ccccc3O2)cc1 (stereo not given)	-0.1%	5.6
18	CC(C)CCSc1nc(N2CCOCC2)c2c(c1C#N)CC(C)(C)OC2	-0.9%	-3.8
19	CCOc1ncccc1C(=O)OCC(=O)NCCc1ccccc1	-1.5%	2.4
20	Cc1ccc(C#CC(C)(O)C(C)(C)C)cn1 (stereo not given)	7.6%	.
21	Cc1cccn2cc(COc3cccc([N+](=O)[O-])c3)nc12	-2.9%	3.8
22	C/C(Cl)=C/Cn1c(N2CCCC2)nc2c1c(=O)n(C)c(=O)n2C	31.1%	96.5
23	O=C1/C(=C/C=C/c2ccco2)SC(=S)N1c1ccc(O)cc1	7.2%	0.8
24	CC(C)(C)NC(=O)Cn1nnc(-c2ccc(S(C)(=O)=O)cc2)n1	5.1%	1.3
25	Cc1ccc(C2C(C#N)=C(N)Oc3c2sc2ccccc32)o1 (stereo not given)	-2.8%	.
26	N#CCSc1nc2ccccc2o1	2.4%	-8.0
27	CCN(CC)c1ccc(O)c(C=Nc2ccc(C)c(C)c2)c1	-2.1%	4.5
28	Cc1ccc(CNC(=O)C2(c3cccs3)CCOCC2)cc1	3.4%	31.8
29	Cc1cccc(OCC(=O)Nc2nc3ccc([N+](=O)[O-])cc3s2)c1	5.7%	8.1
30	Cc1ccc(NCC(=O)N/N=C\C(Br)=C\c2ccccc2)cc1	6.1%	-4.8
31	CCn1c2ccccc2c2nnc(SCC(=O)c3ccccc3)nc21	3.2%	3.1
32	C=CCC1(Cl)C(=O)C(Cl)=C(N2CCN(C)CC2)C1(OC)OC (stereo not given)	4.0%	1.4
33	O=c1sc(N2CCN(c3ccc(F)cc3)CC2)nc2ccsc12	5.0%	-3.8
34	O=C(O)C(S)C(S)C(=O)O (stereo not given)	181µM*	.
35	O=C(CN(Cc1ccco1)C(=O)CNS(=O)(=O)c1ccc(Cl)cc1)NCc1ccc(F)cc1	-1.4%	.
36	O=C(O)CCCC(=O)Nc1cccc2cccnc12	2.9%	19.7
37	CC(C)(O)C#Cc1ccc(CN2CCN(Cc3ccsc3)C(CCO)C2)s1 (stereo not given)	5.4%	-1.2
38	CC1(C)C2CCC(C2)C1(C)N=C1OC(CCl)CS1 (stereo not given)	-3.3%	-1.8
39	CCOC(=O)N1CCN(S(=O)(=O)c2cc([N+](=O)[O-])c(C)cc2C)CC1	2.2%	.
40	CCOC(=O)c1sc(N(C)C)nc1-c1ccccc1	1.6%	.
41	FC(F)(F)c1cc(C(F)(F)F)c2ccc(N3CCN(c4ncccn4)CC3)nc2n1	-1.4%	5.5
42	CCCCN(C)S(=O)(=O)c1c(C)[nH]c(=O)[nH]c1=O	0.2%	.
43	Cc1cc(C)c(C)c(S(=O)(=O)NC(C)C(=O)O)c1C (stereo not given)	-3.4%	4.0
44	O=C(Nc1cccc(Br)c1)/C(=C\c1cccnc1)NC(=O)c1ccco1	4.7%	6.6
45	CN(CC1CCCO1)S(=O)(=O)c1ccc(C(=O)Nc2nc(-c3ccccn3)cs2)cc1 (stereo not given)	0.3%	-5.3
46	O=C(NCCCn1ccnc1)c1cc(-c2cccc(O)c2)on1	1.1%	7.0
47	COC(=O)c1ccccc1NC(=S)NC(=O)CC(C)C	-4.2%	.
48	CCOc1ccc(NC(=O)c2c[nH]n3c(=O)cc(C4CCN(C(=O)OC(C)(C)C)CC4)nc23)cc1	4.7%	-10.4
49	COCCN(CCOC)C(=O)N1CCOCC1	6.9%	-5.3
50	COc1cccc(C2c3c(oc4ccc(F)cc4c3=O)C(=O)N2CCCN2CCOCC2)c1 (stereo not given)	.	-4.9
51	c1ccc(C[n+]2csc3ccccc32)cc1	-3.0%	-2.0
52	CCCCc1ccc(NC(=O)COCC)cc1	5.6%	13.2
53	COCCCNC(=O)c1sc2ncnc(N3CCc4ccccc4C3)c2c1C	-0.7%	4.6
54	Cc1ccc(C(=O)/C=C2\NCC(C)NC2=O)cc1 (stereo not given)	-1.2%	-16.6
55	Brc1ccccc1Cn1c(-c2cscn2)nc2ccccc21	4.7%	7.1
56	N#C/C(=C(\O)c1ccco1)c1ccccn1	0.8%	-8.1
57	O=C(Nc1ccccc1Cc1ccccc1)c1ccc2c(c1)SC1=NS(=O)(=O)CCN12	7.7%	5.8
58	Cn1c(=O)n(C)c2cc(NC(=O)CSc3nnc(-c4ccccc4O)n3-c3ccccc3)ccc21	-1.4%	-3.2
59	COc1ccc(OCCCCOc2ccccc2Cl)cc1	5.7%	-5.9
60	CCC(=O)Nc1cccc(NC(=O)CSc2nnnn2C)c1	-1.9%	.
61	CCC(NC(=O)c1ccccc1O)c1ccccc1 (stereo not given)	3.8%	-1.4
62	N#CC(C#N)=Cc1cccn1-c1ccc(C(=O)O)cc1	13.8%*	2.5
63	Cc1ccc(Cl)cc1N1CCN(S(=O)(=O)c2c(C)[nH]c(=O)[nH]c2=O)CC1	-1.7%	.
64	CC(=O)c1nn(-c2ccc(Br)cc2)cc1C(=O)c1ccco1	-5.3%	.
65	O=C(/C=C/c1ccc(Br)o1)Nc1nccs1	3.9%	5.3
66	Cc1cc(C)c2c(N)c(C(=O)NN3CC(=O)N(c4cccc(Cl)c4)CC3=O)sc2n1	-2.9%	-1.4
67	CCCCC(=O)N=c1sc2c(OC)ccc(OC)c2n1C	8.9%	.
68	O=C(CCCOc1ccc(Cl)cc1)Nc1cccc(C(=O)O)c1	1.5%	.
69	CCOC(=O)c1sc2nccc(N(C)C)c2c1N=CNOCc1ccccc1	2.1%	-6.3
70	COc1ccc(/C(N)=N/OC(=O)c2cccc([N+](=O)[O-])c2C)cc1	-0.9%	3.4
71	Cc1ccc(N(CN2C(=O)c3ccccc3C2=O)C(=O)c2ccc([N+](=O)[O-])cc2[N+](=O)[O-])cc1	2.4%	5.8
72	Brc1c(C[n+]2ccccc2)nc2ccccn12	1.2%	17.8

(list continues)
entry	canonical_smiles	GlmU inhibition	Mtb RmlCD inh
73	Cc1ccc(S(=O)(=O)N(C)CCCC(=O)NC(C)(C)CO)cc1	0.0%	.
74	O=C(NC(=S)Nc1ccc(NC(=O)c2cccs2)cc1)c1ccco1	0.8%	.
75	CCOC(=O)N1CCN(C(=O)CSc2nnc(-c3cccc(Cl)c3)o2)CC1	1.1%	7.7
76	COc1cc(/C=N/N=C2/NC(=O)C(CC(=O)O)S2)ccc1OCc1cccc(Cl)c1 (stereo not given)	4.8%	-9.4
77	CC(C)C[C@H](NC(=O)c1nc[nH]c1C(=O)NCC(=O)OC(C)(C)C)C(=O)OC(C)(C)C	1.5%	.
78	COC(=O)Cc1c(C)nc2nc(-c3ccccc3)[nH]n2c1=O	-4.8%	8.3
79	O=S(=O)(Cc1ccccc1Cl)CC(O)COc1ccccc1Cl (stereo not given)	5.2%	.
80	Cc1ccc(NC(=O)CN(C)C(=O)CN2C(=O)NC(C)(c3ccccc3)C2=O)cc1 (stereo not given)	-0.1%	-1.8
81	O=C(COC(=O)c1ccccc1O)Nc1ccc(OC(F)F)cc1	-3.4%	.
82	Clc1nc(-c2ccccc2)cc(-c2ccc(Br)cc2)n1	2.1%	.
83	COc1ccccc1CC(=O)Nc1ccc(-c2noc(COc3ccc(Br)cc3)n2)cc1	-3.6%	73.3
84	CCc1ccc(C(=O)COC(=O)c2cnccn2)cc1	4.9%	-4.5
85	O=C(O)C1CCCCC1C(=O)Nc1ccc(F)cc1F (stereo not given)	5.9%	83.2
86	CC(=O)N(C)CC#CCN1CCC(O)CC1	5.1%	.
87	Cc1c(Cl)c([N+](=O)[O-])nn1CCCC(=O)Nc1ccc(Cl)cc1Cl	-3.3%	5.7
88	COc1ccc(Nc2nc(N)nc(CSC(=S)N3CCN(C)CC3)n2)cc1	0.2%	3.0
89	Cc1ccc(-n2c(SCC3CCCCO3)nnc2-c2ccco2)cc1 (stereo not given)	-1.6%	.
90	COc1cc(C2N(c3cccc(Cl)c3)C(=O)C3CCCN32)cc(OC)c1OC (stereo not given)	4.6%	.
91	C=CCn1c(SCC(=O)N(C)C)nc2cc(C(=O)O)ccc2c1=O	-0.6%	5.4
92	C/C=C/C(=O)N1c2ccc(C)cc2C(C)=CC1(C)C	2.0%	.
93	Cc1ccc(-n2c(-c3ccc(Cl)cc3)c[n+]3c2CCC3)cc1	-0.6%	2.7
94	O=S1(=O)CCC(N=Cc2ccc(-c3ccc(Cl)cc3)o2)C1 (stereo not given)	0.6%	-8.8
95	COc1ccc(NC(=O)CSc2nnc(Cn3c(=O)sc4ccccc43)n2C)c(OC)c1	.	-2.0
96	COc1ccc(-c2noc(COc3ccc4ccccc4c3Br)n2)cc1OC	-4.8%	30.9
97	CCN(CC)S(=O)(=O)c1ccc(N2CCOCC2)c(NS(=O)(=O)c2ccc(C(C)C)cc2)c1	3.9%	6.3
98	O=C(/C=C/c1ccco1)Oc1cccc2cccnc12	14.7%*	-10.1
99	CCN1CCCC1CNC(=O)c1cc(S(=O)(=O)CC)c(N)cc1OC (stereo not given)	2.7%	-4.3
100	COc1cc(OC)c(NC(=O)Nc2ccc(OC)c(OC)c2)cc1Cl	-3.7%	.
101	CC1CCCC(NC(=O)COC(=O)c2ccccc2Sc2ccccc2C#N)C1C (stereo not given)	-4.0%	?
102	COc1ccc(CNC(=O)c2noc(C)c2[N+](=O)[O-])cc1	1.6%	1.7
103	Cc1nn2c3ccccc3nc2n(Cc2ccccc2)c1=O	3.9%	.
104	COc1cc(CN2CCN(S(=O)(=O)c3ccc(NC(C)=O)cc3)CC2)cc(OC)c1O	4.1%	.
105	O=C(NCCCN1CCCC1)c1ccc2c(Cl)c3c(nc2c1)CCCC3	3.6%	12.9
106	COc1ccc(-c2ocnc2C(=O)N2CCN(C(c3ccccc3)c3ccccc3)CC2)cc1	3.9%	6.5
107	Cc1cccc2cc3c(NC(=O)C(C)C)nn(C)c3nc12	-0.7%	11.8
108	O=C(c1cccc([N+](=O)[O-])c1)N(c1ccccn1)c1ccccn1	-1.3%	5.4
109	CCN1/C(=C\c2ccc3ccccc3[n+]2CC)Sc2cc(C)ccc21	-6.3%	5.0
110	Cc1ccc(C(O)Cn2cc([N+](=O)[O-])nc2C)cc1 (stereo not given)	7.1%	7.7
111	Cc1[nH]n2c(=O)cc(C(C)(C)C)nc2c1-c1ccccc1	4.0%	104.0
112	Cc1cc(Cl)ccc1NC(=O)COC(=O)c1nc2nccc(C)n2n1	2.1%	-0.4
113	COc1cc(C(F)(F)F)nc2c(Br)c(C(C)(C)C)nn12	3.9%	-7.1
114	CC(NC(=O)NC12CC3CC(CC(C3)C1)C2)c1ccc2c(c1)OCO2 (stereo not given)	5.2%	-5.7
115	CCCCCCCC(=O)N/N=C/c1cccnc1	-2.1%	7.8
116	CCN(CC)S(=O)(=O)c1ccc(C)c(NC(=O)COc2ccc3c(C)cc(=O)oc3c2)c1	1.3%	-16.0
117	Cc1cc(C)cc(OCC(=O)OCC(=O)Nc2ccc(Cl)cn2)c1	-0.1%	20.9
118	CSc1nc(C)c(Cl)c(C)c1C#N	1.3%	.
119	O=C(NCCCn1ccnc1)c1cc(C2CC2)on1	4.8%	-8.5
120	Cc1cccc(NS(=O)(=O)c2cc(C(=O)N3CCCC3)ccc2Cl)c1	-4.5%	.
121	CCCOc1ccc(CNC(=O)Cn2c(=O)oc3ccccc32)cc1	3.6%	6.8

Two entries from above, reformatted.
Values run as follows: GlmU inhibition, Mtb RmlCD inh
(110) Cc1ccc(C(O)Cn2cc([N+](=O)[O-])nc2C)cc1 (stereo not given)
→ 7.1%, 7.7
(109) CCN1/C(=C\c2ccc3ccccc3[n+]2CC)Sc2cc(C)ccc21
→ -6.3%, 5.0

High-throughput results from PubChem BioAssay.

Not all compounds are listed. The share of hits here may be higher or lower than overall.
